MIN6 prolif = inducers of MIN6 beta-cell proliferation, primary screen, ATP luminescence, uHTS. 0.29% of 330,000 active. MIN6 cells proliferation, ATPlite luminescence, 48 h; cells starved in 0.2% serum; 100% = growth in 10% serum. AID 2380, 2010. proliferation, % at 10 µM;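 active = compounds whose signal lies at least 3.5 SD above the mean of all wells on their plate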;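 also: 0% = DMSO-treated cells in low-serum medium and 100% = 10% serum control; some compounds called inactive have numbers as strong as hits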
APOBEC3A inh = APOBEC3A ssDNA deaminase inhibitors, primary screen, selectivity assay for APOBEC3G inhibitor project, biochemical, FAM/TAMRA oligo cleavage fluorescence; DNA dC->dU-editing enzyme APOBEC-3A (Homo sapiens), P31941; recombinant A3A, FAM/TAMRA ssDNA deamination fluorescence; inhibition, % at 20 µM; 0.41% of 330,000 active;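 active = at least 40% inhibition at 20 µM here, with at most 30% in a related deaminase screen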;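 also: plate controls were A3A with DMSO for no effect and wells lacking A3A enzyme for full effect; some results filed as inactive read as strong as hits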
hIAP block = human IAP inhibitors, primary screen, biochemical, luminescence, uHTS; inhibition, % at 10 µM; purified IAP, CDP-Star luminescence, 30 min; 0.12% of 330,000 active;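 active = inhibition reaching a set limit with compound at 10 µM in the primary screen, cut at about 35% in these data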;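 also: plate controls were DMSO wells with enzyme for no effect and no-enzyme buffer wells for full effect; values of inactives mirror those of a sister screen read the other way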
Target sequence (P09923 whole entry, looked up): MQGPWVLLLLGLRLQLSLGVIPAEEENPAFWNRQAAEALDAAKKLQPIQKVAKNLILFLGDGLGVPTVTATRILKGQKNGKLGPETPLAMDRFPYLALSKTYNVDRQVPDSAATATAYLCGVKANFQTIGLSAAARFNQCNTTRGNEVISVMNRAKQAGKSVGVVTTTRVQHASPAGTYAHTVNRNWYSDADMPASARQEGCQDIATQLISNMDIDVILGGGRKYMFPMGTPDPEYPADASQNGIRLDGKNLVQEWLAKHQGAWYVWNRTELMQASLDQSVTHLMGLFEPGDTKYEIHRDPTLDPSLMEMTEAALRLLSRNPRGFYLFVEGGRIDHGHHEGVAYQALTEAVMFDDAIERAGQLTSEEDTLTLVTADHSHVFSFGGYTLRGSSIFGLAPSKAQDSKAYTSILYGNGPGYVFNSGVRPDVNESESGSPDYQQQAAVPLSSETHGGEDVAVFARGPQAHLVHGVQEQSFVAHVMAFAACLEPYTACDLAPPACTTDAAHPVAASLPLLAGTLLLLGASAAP
MPTP inh = mitochondrial permeability transition pore inhibitors, primary screen, biochemical, isolated mouse mitochondria, absorbance; Ca2+ swelling absorbance, 30 min; 1.4% of 360,000 active; inhibition, % at 10 µM;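 active = inhibition of 50% or more, scaled per plate between neutral and stimulator controls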;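 also: 0% = DMSO wells given calcium and 100% = 1 mM EGTA wells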
mIAP act = activators of mouse IAP, primary screen, biochemical, luminescence, uHTS; muIAP, CDP-Star luminescence, 30 min; stronger effect = higher value; 1 = vehicle-only enzyme signal, 0 = enzyme-free wells; activation factor at 10 µM; 0.24% of 330,000 active;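 active = activation factor of at least 2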; also: the source names both 10 and 20 µM as test concentration; values of inactives mirror those of a sister screen read the other way
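Assay system: mouse IAP enzyme; Reagent: CDP-Star chemiluminescent phosphatase substrate; Compound: DMSO-dissolved test compounds; Incubation: 30 min, room temperature; Technique: luminescence from enzymatic CDP-Star hydrolysis; Controls: DMSO-only wells and no-enzyme negative control.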
hIAP activ = human IAP activators, primary screen, biochemical, luminescence, uHTS; Intestinal-type alkaline phosphatase (Homo sapiens), P09923; purified human IAP, CDP-Star luminescence, 30 min; stronger effect = higher value; 1 = vehicle-only enzyme, 0 = enzyme-free background; activation factor at 10 µM; 0.16% of 330,000 active;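 active = activation factor of the enzyme at least 2-fold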; also: the source names both 10 and 20 µM as test concentration; values of inactives mirror those of a sister screen read the other way
mIAP inh = inhibitors of mouse IAP, primary screen, biochemical, luminescence, uHTS; purified mouse IAP, CDP-Star luminescence, 30 min; AID 2806, 2010; 0.2% of 330,000 active; inhibition, % at 10 µM;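 active = inhibition of at least 40% at 10 µM in the primary screen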;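 also: plate controls were DMSO with enzyme for no effect and no enzyme wells for full effect; values of inactives mirror those of a sister screen read the other way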
A3G deaminase = APOBEC3G DNA deaminase inhibitors, primary screen, biochemical, fluorescence, single-stranded DNA substrate, uHTS. DNA dC->dU-editing enzyme APOBEC-3G (Homo sapiens), Q9HC16. recombinant A3G, ssDNA deamination FAM/TAMRA fluorescence. inhibition, % at 20 µM. 0.28% of 330,000 active;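 active = inhibition of at least 40% at 20 µM, with no more than 30% in the related APOBEC3A deaminase screen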;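 also: plate controls were DMSO wells with A3G for no effect and wells lacking A3G enzyme for full effect; some compounds called inactive have numbers as strong as hits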
ATG4B inh = ATG4B protease inhibitors, primary screen, biochemical, fluorescence, uHTS; AID 504462, 2011; 0.51% of 340,000 active; ATG4B cleavage of LC3-PLA2, NBD-HPC fluorescence, 1 h; Cysteine protease ATG4B (Homo sapiens), Q9Y4P1; inhibition, % at 8.33 µM; in the data active = inhibition above about 40%
Target sequence (Q9Y4P1 whole entry, looked up): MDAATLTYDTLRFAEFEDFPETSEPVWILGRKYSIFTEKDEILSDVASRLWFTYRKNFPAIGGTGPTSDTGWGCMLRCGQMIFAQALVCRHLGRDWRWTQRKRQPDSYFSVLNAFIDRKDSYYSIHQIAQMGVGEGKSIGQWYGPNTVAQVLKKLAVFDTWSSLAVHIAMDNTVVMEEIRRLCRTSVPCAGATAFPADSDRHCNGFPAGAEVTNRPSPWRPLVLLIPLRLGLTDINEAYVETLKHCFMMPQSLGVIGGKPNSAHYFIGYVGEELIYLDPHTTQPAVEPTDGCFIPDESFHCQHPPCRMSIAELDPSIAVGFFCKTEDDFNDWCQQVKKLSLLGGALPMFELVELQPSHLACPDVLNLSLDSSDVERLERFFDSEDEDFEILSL
* hit, by the source's call; nt = no result given.

Results follow in this order: mIAP inh	APOBEC3A inh	MPTP inh	A3G deaminase	ATG4B inh	mIAP act	MIN6 prolif	hIAP activ	hIAP block
COc1ccc(NC(=O)Nc2ccc(C(=O)N3CCOCC3)cc2)cc1OC
 : -6	5	2.1	-4	-7	1.1	2	1.2	-16
COC(=O)COc1cccc2c(=O)n(CC(=O)N3CCCCC3)ccc12
 : 14	1	1.1	-2	-3	0.86	-1	0.95	5
Cc1ccc(S(=O)(=O)CCSc2n[nH]c(=O)n2-c2ccccc2)cc1
 : -6	-1	1.5	-10	-10	1.1	-3	0.98	2
O=C(O)Cc1ccc(NC(=S)Nc2cccc(Cl)c2Cl)cc1
 : 0	5	-1.5	-5	-5	0.99	-3	0.96	4
Cc1c(NC(=O)/C=C/C(=O)O)cccc1[N+](=O)[O-]
 : 4	0	-0.9	-5	23	0.96	-3	0.95	5
C/C(=N\NC(=O)c1c(Br)c(C)nn1C)c1ccc(NC(=O)c2ccoc2C)cc1
 : 1	-7	-1.6	-8	-12	0.99	-1	0.86	14
Nn1c(Cc2cccc3ccccc23)nnc1SCC(=O)NC1CCS(=O)(=O)C1 (stereo not drawn)
 : 8	3	-1.0	-4	1	0.92	1	0.9	10
N/C(=N\O)c1ccc(Oc2ccccc2Cl)c([N+](=O)[O-])c1
 : 4	3	1.2	5	-5	0.96	-1	1	-4
COCCN(CCOC)C(=O)C1CCCN(S(=O)(=O)c2ccc(NC(=O)OC)cc2)C1 (stereo not drawn)
 : -4	3	3.8	-2	-5	1	-1	1.1	-9
CCCOc1ccc(C(=O)CCC(=O)Nc2ccc(N3CCN(C)CC3)cc2)cc1
 : -8	-1	-1.4	9	-4	1.1	-6	1	-3
CCOC(=O)Cc1c(C)nc2cc(-c3ccc(C(C)(C)C)cc3)[nH]n2c1=O
 : 2	3	-1.4	-2	-4	0.97	-1	0.9	10
Brc1ccc(OCCOCCN2CCOCC2)cc1
 : 4	-2	0.1	-5	-11	0.96	0	1	0
Cc1cc(C)cc(C(=O)Oc2cc(C)[nH]c(=O)c2[N+](=O)[O-])c1
 : 1	-5	-1.2	-7	-7	0.99	11	1	-2
CCOC(=O)N1CCC(NC(=O)C2CCCCN2S(=O)(=O)c2ccc(F)cc2)CC1 (stereo not drawn)
 : -7	-5	-0.5	-14	-8	1.1	-3	1.2	-16
CC(C)CN(C(=O)CCC(=O)OC(C)C(=O)Nc1cccc(C#N)c1)c1c(N)n(CC(C)C)c(=O)[nH]c1=O (stereo not drawn)
 : -8	3	0.8	-5	-11	1.1	-5	1.1	-9
NC(=S)NC(c1ccccc1)c1ccncc1 (stereo not drawn)
 : 7	-4	-1.3	2	-3	0.93	-1	1.1	-6
NNc1ccc(Cl)nn1
 : 1	-2	0.5	-6	-1	0.99	-2	1.1	-5
CC(C)(CNC(=O)CNC(=O)C1CCCCC1)N1CCOCC1
 : -6	-1	-0.8	-6	2	1.1	-3	0.94	6
O=C(Nc1nnc(-c2cccc(F)c2)s1)Nc1ccccc1F
 : 16	-2	12	-4	3	0.84	3	0.98	2
Cc1ccc(C(=O)NNC(=O)COc2ccc(Cl)cc2C)o1
 : 6	-2	-1.8	-4	-13	0.94	2	1.4	-44
Cc1ccc(S(=O)(=O)CCC(=O)Nc2nnc(-c3ccco3)o2)cc1
 : 9	31	0.5	-10	-1	0.91	4	1	-5
Cc1nnc(SCc2cccc(Oc3ccccc3)c2)n1N
 : 2	1	-3.0	-2	6	0.98	-2	0.91	9
CN(C)S(=O)(=O)c1ccc(C(=O)Nc2cccnc2)cc1
 : -4	-6	0.7	-7	-2	1	-3	1.3	-27
Cc1ccc2c(c1)CCCN2CC(=O)Nc1cc(S(=O)(=O)N2CCCC2)ccc1Cl
 : -8	-2	-0.5	-6	-1	1.1	-6	0.97	3
CC(=O)NCCNC(=O)CCNC(=O)c1ccc(Cl)cc1
 : 3	1	-1.0	-3	2	0.97	0	0.95	5
CCN(CC)CCCNC(=O)CCC(=O)Nc1ccc2nc(N3CCC(C)CC3)cc(C)c2c1
 : -17	1	0.2	-5	13	1.2	-2	0.98	2
Cc1ccc(NC(=O)CSc2nnc(-c3ccncc3)n2C)cc1C
 : -5	0	1.4	0	10	1.1	-4	1.2	-24
COc1ccccc1OCCNC(=O)C1CC(=O)N(Cc2ccc(C)cc2)C1 (stereo not drawn)
 : -2	10	-1.1	1	6	1	-2	1.1	-10
O=C(CN1C(=O)NC(c2ccccc2)(c2ccccc2)C1=O)NC1CCCC1
 : 5	4	1.2	0	-8	0.95	-2	0.83	17
CSCCC(NC(N)=O)C(=O)Nc1ccc(F)c(Cl)c1 (stereo not drawn)
 : -4	-1	64*	4	-6	1	-3	1.1	-14
Cc1cc(C)c(OCCOCCN2CCCC2)c(C)c1
 : -10	-2	-0.5	-6	5	1.1	0	1.1	-10
COc1ccc(-c2oc(NC(=O)CSc3nncn3C)c(C#N)c2-c2ccc(OC)cc2)cc1
 : 0	1	0.7	2	-14	1	-3	0.94	6
Cc1ccccc1NS(=O)(=O)c1ccc(Cl)cc1
 : -1	0	-0.5	-5	6	1	0	1	-2
CC(C)(C)NC(=O)CN(C(=O)C(=O)Nc1ccc2c(c1)OCCO2)C1CC1
 : -4	-2	-0.4	-2	-12	1	0	0.87	13
C/C=C(\C)CN1CCCC(N(C)CCc2ccc(OC)c(OC)c2)C1 (stereo not drawn)
 : 1	-2	0.0	-5	2	0.99	-3	1	-4
CCCn1nc(C(=O)OCC(=O)Nc2cccc(OC)c2)c2ccccc2c1=O
 : 2	0	-2.8	2	-4	0.97	0	1.2	-16
CC(C)(C)OC(=O)N1CCC(C(=O)N[C@H](C(=O)O)c2ccccc2)(c2ccccc2)CC1
 : 3	0	0.7	-6	-5	0.97	1	1	-4
COc1ccccc1C1CC(=O)NC(C)=C1C(=O)OCC1CCCO1 (stereo not drawn)
 : 0	-1	-1.2	-5	5	0.99	-1	0.98	2
O=C(CC1Nc2ccccc2NC1=O)Nc1ccccc1NC(=O)CC1Nc2ccccc2NC1=O (stereo not drawn)
 : 5	-1	nt	-8	nt	0.95	-3	0.87	13
COc1ccc(CCN(C)C(=O)CSc2nnnn2C)cc1OC
 : -14	4	-0.7	-1	-12	1.1	-3	1	-2
CC(C)C(=O)NNC(=O)C1CC1(c1ccccc1)c1ccccc1 (stereo not drawn)
 : 0	-1	0.5	-9	0	1	-5	1.5	-47
CC1CN(S(=O)(=O)c2cccc(C(=O)OCC(=O)c3cccs3)c2)CC(C)O1 (stereo not drawn)
 : -3	12	-0.2	-1	-11	1	2	0.94	6
CCOc1cccc(C(=O)Nc2ccc(NC(=O)c3cc4ccccc4o3)c(OC)c2)c1
 : -2	-5	2.9	-3	-2	1	-3	1.1	-10
CCOc1ccccc1N(C)C(=O)CCS(=O)(=O)c1ccc2c(c1)NC(=O)CO2
 : -10	2	0.7	-2	-8	1.1	-3	0.92	8
Cc1ccccc1C(=O)OCC(=O)N(C)c1ccccc1
 : -2	2	-2.6	4	-2	1	0	0.95	5
Cc1ccc2[nH]c(=O)c(CN(Cc3ccccc3)Cc3nnnn3C3CCCC3)cc2c1
 : 2	3	1.7	7	-5	0.98	-4	0.85	15
COC(=O)c1ccccc1NC(=O)Nc1cccs1
 : 18	-7	-0.5	-6	-4	0.82	-3	1.1	-11
CSc1nc2c(c(=O)[nH]c(=O)n2C)n1Cc1ccccc1Cl
 : 8	-4	-2.0	-7	-6	0.92	-1	1.1	-11
Cc1c(C(=O)OCc2nnc(-c3ccccc3)o2)oc2ccccc12
 : 13	0	-0.1	-5	-3	0.87	5	1.1	-14
CC(C)c1c(O)nc(SCCN(C)C)[nH]c1=O
 : -2	-5	1.9	-5	-6	1	0	1	-2

Next part:
Results follow in this order: mIAP inh	APOBEC3A inh	MPTP inh	A3G deaminase	ATG4B inh	mIAP act	MIN6 prolif	hIAP activ	hIAP block
CCN(CC)/C(=N\S(=O)(=O)c1ccccc1C)c1ccccc1
 : 0	-9	-1.6	-1	3	1	-3	1.1	-10
COC(=O)c1cccc(NC(=O)CSc2ncn[nH]2)c1
 : 2	-2	-0.8	0	3	0.98	-1	0.9	10
O=C(CCCSc1nc2ccccc2[nH]1)NCc1ccc(Cl)cc1
 : 1	0	7.6	-3	-8	0.99	0	0.83	17
CN1CCN(CC(O)COc2ccccc2)CC1 (stereo not drawn)
 : -6	-6	2.1	-6	-6	1.1	-2	1.2	-16
O=C1OC(OC(=O)c2ccccc2Br)C(N2CCOCC2)=C1Cl (stereo not drawn)
 : 20	2	1.0	1	-7	0.8	0	1	-2
Cn1cccc1Cc1nnc(SCC(=O)Nc2ccc3c(c2)OCO3)n1CCc1ccccc1
 : -1	1	-0.1	-3	11	1	0	1	-3
O=C(Nc1ccc(N2C(=O)C3CCCCC3C2=O)cc1Cl)c1cccs1 (stereo not drawn)
 : 1	-1	0.1	-6	0	0.99	-1	1.1	-7
CCCCCN(C(=O)COC(=O)CSc1ccc([N+](=O)[O-])cc1)c1c(N)n(CCCC)c(=O)[nH]c1=O
 : -2	3	-1.3	-5	-8	1	-4	1	-3
C=C(Cl)COc1ccc2c(CC)cc(=O)oc2c1
 : -10	-5	1.4	-6	4	1.1	-1	0.99	1
Cc1cc(=O)oc2c(C)c(OCC(=O)NCc3ccccn3)ccc12
 : -2	1	-2.4	-2	-3	1	-3	0.98	2
COc1ccc(-c2onc(C)c2-c2cnn(-c3ccccc3)c2)c(O)c1
 : 2	3	1.4	0	-9	0.98	-2	0.98	2
CCn1c(SCc2ccc(OC)c(F)c2)nc2ccccc2c1=O
 : 2	-2	-0.6	-2	3	0.98	-5	0.97	2
CCCn1c(O)c(N=NC(=O)CNC(=O)/C=C/c2ccc(OC)cc2)c2ccccc21
 : 9	3	-0.1	0	-7	0.91	-1	1.1	-10
O=C(Nc1ccc(Br)cn1)c1cccc(S(=O)(=O)N2CCCC2)c1
 : -6	1	0.5	-2	-6	1.1	2	1	-5
O=C(CCCC(=O)N(CC(=O)NC1CCCCC1)Cc1ccccc1)Nc1ccccn1
 : -23	-4	2.0	-9	3	1.2	-3	1.1	-13
Cc1ccc(C(=O)Nc2nnc(-c3ccco3)o2)cc1
 : 5	-1	-1.7	-1	2	0.95	0	0.9	10
Oc1ccc(-c2nc3ccc4ccccc4c3c3c2CCC3)cc1O
 : 4	-3	6.3	-8	-18	0.96	-5	1.3	-35
CCOc1ccc(C(CC(=O)O)NC(=O)C(c2ccccc2)c2ccccc2)cc1OC (stereo not drawn)
 : -4	-3	-1.3	-9	-1	1	-2	0.92	8
CC(=O)Nc1ccc(/C(C)=N/Nc2nc(Nc3cccc4ccccc34)nc(N3CCOCC3)n2)cc1
 : -8	1	0.9	-4	-24	1.1	-6	1.1	-12
O=C(/C=C/c1ccc(S(=O)(=O)N2CCOCC2)cc1)NCc1ccc(Cl)cc1
 : 5	3	6.5	-3	-11	0.95	0	0.95	5

This is a random part of the collection, and some 3.3% of all compounds hit somewhere here.
